Compound activity: PubChem BioAssay, National Center for Advancing Translational Sciences (NCATS)
CBFb RUNX1 block – blocks binding between human CBF-beta and RUNX1; Q01196+Q13951; AlphaScreen CBFb-His/RUNX1-biotin binding, biochemical; Potency, µM (titrated, usually from 59.8 µM), for the others: at the top dose activity, negative = inhibition, actives largely listed as inhibitors; 230,000 tested, under 10 active; also: % of control where 0% means no effect
Target sequence (Q01196 whole entry, looked up): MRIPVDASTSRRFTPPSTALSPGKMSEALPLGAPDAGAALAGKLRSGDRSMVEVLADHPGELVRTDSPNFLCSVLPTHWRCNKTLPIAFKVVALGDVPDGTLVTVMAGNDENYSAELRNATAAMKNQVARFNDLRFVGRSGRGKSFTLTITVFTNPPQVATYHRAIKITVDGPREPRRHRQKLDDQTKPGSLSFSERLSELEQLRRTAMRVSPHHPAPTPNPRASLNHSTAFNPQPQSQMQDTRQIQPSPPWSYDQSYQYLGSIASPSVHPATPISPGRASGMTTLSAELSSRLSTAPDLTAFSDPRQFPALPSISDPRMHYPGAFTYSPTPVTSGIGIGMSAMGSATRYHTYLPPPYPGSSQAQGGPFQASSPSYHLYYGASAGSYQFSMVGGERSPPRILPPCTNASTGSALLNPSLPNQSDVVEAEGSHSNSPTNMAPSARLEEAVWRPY
Target sequence (Q13951 whole entry, looked up): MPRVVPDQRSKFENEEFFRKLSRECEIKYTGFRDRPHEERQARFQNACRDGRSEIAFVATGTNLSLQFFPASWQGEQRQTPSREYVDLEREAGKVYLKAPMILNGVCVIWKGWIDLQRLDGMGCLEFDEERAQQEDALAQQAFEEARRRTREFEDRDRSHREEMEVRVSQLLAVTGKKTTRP
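AlphaScreen binding: CBFb-His and RUNX1-biotin (30 nM each) preincubated 20 min, compound added for 15 min, then nickel and streptavidin beads for 90 min, all at room temperature. Disruption of the interaction by any mechanism counts as activity.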
NPSR antagonist – neuropeptide S receptor (human) antagonism, cAMP; Q6W5P4; CHO-NPSR cells, cAMP TR-FRET, antagonist mode; Potency, µM (doses to about 38.3 µM), for inactives: top-dose activity change, negative = inhibition, hits mostly inhibitors; hit rate 1% among 220,000; also: potency is read from the fitted curve at half-maximal effect; % is scaled to controls: 0 for no effect and ±100 for the full control effect; nearly all actives have a fitted effect of over 50% in size; many of its hits are not listed in these tables
Target sequence (Q6W5P4 whole entry, looked up): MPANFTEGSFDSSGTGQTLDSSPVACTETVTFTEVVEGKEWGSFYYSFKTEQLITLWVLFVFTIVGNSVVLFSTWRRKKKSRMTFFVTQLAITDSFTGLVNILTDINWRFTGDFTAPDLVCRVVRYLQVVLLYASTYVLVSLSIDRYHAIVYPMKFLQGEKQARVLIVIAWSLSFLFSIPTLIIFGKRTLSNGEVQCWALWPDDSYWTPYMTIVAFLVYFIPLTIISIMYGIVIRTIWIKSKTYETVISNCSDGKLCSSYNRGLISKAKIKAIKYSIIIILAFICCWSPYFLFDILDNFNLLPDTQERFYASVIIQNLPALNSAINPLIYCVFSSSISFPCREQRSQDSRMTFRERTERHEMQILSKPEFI
IMPase Li inh – IMPase inhibition in cells with lithium potentiation. AID 1457. CHO-M1 cells, IP1 TR-FRET (IP-One), carbachol + lithium. hit rate 0.35% among 210,000. Potency, µM (highest dose often 59.4 µM), for inactives: top-dose activity, negative = IMPase inhibition, hits mostly inhibitors;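 also: IP1 builds up when IMPase is blocked and the TR-FRET signal falls; potency is read from the fitted curve at half-maximal effect; plate controls were basal vehicle for no effect and high inhibitor control for full effect; nearly all actives have a fitted effect of over 50% in size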
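Readout is a homogeneous TR-FRET IP1 immunoassay (Ex 320, Em 665 and 620), where raised cytosolic IP1 lowers signal. Cells were CHO-M1 treated 30 min at 37C with test compounds plus a little lithium; AC50 values came from Hill-equation fitting.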
Epigenetic derep – derepresses silenced GFP reporter in murine cells; murine LDR cells, GFP reporter derepression, 30 h; Potency, µM (doses to about 53.9 µM), inactives show top-dose GFP activation, usual class: activators; hit rate 0.2% among 280,000; AID 1865; also: potency is read from the fitted curve at half-maximal effect; % of control where 0% means no effect; nearly all actives have a fitted effect of over 60% in size
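Readout is the number of GFP-expressing murine LDR cells, counted by cytometry following washing. Cells were treated with compound for 30 h at 37 C; the stably integrated CMV-GFP locus is normally silent.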
L3MBTL1 inh – blocks human L3MBTL1; Potency, µM (top dose mostly 57.1 µM), for the others: top-dose activity, negative = inhibition, hits mostly inhibitors; hit rate 0.66% among 230,000; AlphaScreen L3MBTL1–H3K9me1 peptide binding; also: potency is read from the fitted curve at half-maximal effect; % is scaled to controls: 0 for no effect and ±100 for the full control effect; nearly all actives have a fitted effect of over 60% in size
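Displacement of a biotinylated histone H3(1-15) peptide monomethylated at Lys9 (75 nM) from L3MBTL1 (50 nM) was measured by AlphaScreen after a 30 min room-temperature compound incubation; cefsulodin titration served as intraplate control.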
HttQ103 aggreg – inhibitors of mutant huntingtin aggregate formation in PC12 cells; PC12 HttQ103-GFP aggregates, Acumen cytometry, 40 h; Potency, µM (highest dose often 46.1 µM), for the others: at the highest dose activity change, negative = inhibition, hits mostly inhibitors; hit rate 1.1% among 220,000; AID 1688; also: potency is read from the fitted curve at half-maximal effect; % is scaled to controls: 0 for no effect and ±100 for the full control effect; nearly all actives have a fitted effect of over 60% in size
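Using laser scanning cytometry, GFP-positive aggregates were counted after lysis of PC12 cells induced with 100 nM tebufenozide to express HTT exon 1 Q103–GFP. Compounds were tested in titration.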
KinaseGlo FLuc – counter-screen: inhibitors of Kinase-Glo firefly luciferase; Kinase-Glo luciferase, ATP luminescence, 8 min; hit rate 0.28% among 200,000; Potency, µM (series often up to 38.3 µM), for inactives: top-dose activity change, negative = inhibition, hits mostly inhibitors; Q27757; AID 1379; also: potency is read from the fitted curve at half-maximal effect; % is scaled to controls: 0 for no effect and ±100 for the full control effect; nearly all actives have a fitted effect of over 60% in size
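Luminescence was the read-out, taken after 8-minute incubation at ambient temperature. Luciferase turned over luciferin with 10 uM ATP in imidazole pH 7.2 buffer containing KCl, MgCl2, Tween 20 and BSA.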
Starred values were filed as active, the others as inactive; ? = inconclusive; · = no result given; [ ] = remark or other dose. Calls follow the shape of the dose curve; as a rule, active = well fitted curve in the direction sought with a large enough effect; inconclusive = small, poorly fitted or top-dose-only effect, or another doubt; inactive = no such curve, though single readings can be large; an effect the other way counts as inactive or inconclusive.

#1 C=CCN(CC=C)S(=O)(=O)c1ccc(C(=O)Nc2sc3c(c2C(N)=O)CCCCC3)cc1
#2 CCOC(=O)C1CCN(Cc2coc3ccc(Cl)cc3c2=O)CC1
#3 COc1ccc(N(CC(=O)NCc2ccc(C)cc2)S(=O)(=O)c2ccccc2[N+](=O)[O-])c(OC)c1
#4 CC1=NN(c2ccc(C(=O)O)cc2)C(=O)/C1=C\c1ccc(OC(=O)c2cccs2)cc1
#5 COc1cccc(C(=O)O/N=C(\N)c2ccncc2)c1OC
#6 CS(=O)(=O)N(CC(=O)N1CCCC1)c1ccc(Cl)c(Cl)c1
#7 CN(C)S(=O)(=O)c1ccc(Oc2ccc(S(=O)(=O)N(C)C)cc2)cc1
#8 S=C(NC12CC3CC(CC(C3)C1)C2)N1CCOCC1

assay / entry	1	2	3	4	5	6	7	8
CBFb RUNX1 block	5%	12%	4%	-13%	5%	-3%	8%	23%
NPSR antagonist	10%[46.1 µM]	-10%[46.1 µM]	46%	-24%	17%	-5%[46.1 µM]	-11%[46.1 µM]	-18%
IMPase Li inh	10µM*	35%[38.3 µM]	10%	4%	1%	11%[38.3 µM]	21%[38.3 µM]	5%
Epigenetic derep	0.0%	0.0%	1.1%	-6.6%	-1.1%	0.7%	-11%	-1.1%
L3MBTL1 inh	-8%	0%	-15%	?	11%	·	11%	16%
HttQ103 aggreg	13%	11%	17%[9.22 µM]	11%	5%	-3%	?	15%[9.22 µM]
KinaseGlo FLuc	2%	-2%	-3%	0%	0%	-1%	0%	2%

#9 CCc1nc2cc(Cl)c(Cl)cc2[nH]1
#10 CCOC(=O)c1c(C)n(-c2ccc(C)cc2)c2ccc(OCC(O)CN3CCN(C)CC3)cc12 (configuration not stated)
#11 CCOC(=O)C1(Cc2ccccc2)CCN(Cc2cn(CC(=O)OC)c3ccccc23)CC1
#12 Cc1scc(C(=O)N/N=C/c2ccsc2)c1C
#13 O=C(N/N=C/c1cccc(Cl)c1Cl)Nc1ccccc1
#14 Cc1cc(C(=O)Nc2sc3c(c2C#N)CCCC3)no1
#15 Cc1cccc(C)c1NC(=O)Nc1ccc2c(c1)OCO2
#16 COc1ccccc1Oc1ccc(NC(=O)c2ccccc2)cc1

assay / entry	9	10	11	12	13	14	15	16
CBFb RUNX1 block	6%	-7%	2%	19%	3%	6%	2%	9%
NPSR antagonist	13%[46.1 µM]	-11%	18%	3%	-17%[46.1 µM]	-9%[46.1 µM]	10%	18%
IMPase Li inh	15%[38.3 µM]	22%	5%	-5%	0%[38.3 µM]	-1%	4%	5%
Epigenetic derep	0.0%	1.8%	2.5%	-0.9%	-1.1%	3.0%	0.0%	0.5%
L3MBTL1 inh	-3%	·	-8%	1%	-3%	14%	·	8%
HttQ103 aggreg	11µM*	?	7%	-3%	-30%	-10%	-14%	-1%
KinaseGlo FLuc	0%	-1%	4%	-5%	3%	-1%	2%	3%

3 entries from above, ordered by the value under IMPase Li inh, low to high.
cpd	mol	CBFb RUNX1 block	NPSR antagonist	IMPase Li inh	L3MBTL1 inh	HttQ103 aggreg
14	Cc1cc(C(=O)Nc2sc3c(c2C#N)CCCC3)no1	6%	-9%[46.1 µM]	-1%	14%	-10%
16	COc1ccccc1Oc1ccc(NC(=O)c2ccccc2)cc1	9%	18%	5%	8%	-1%
10	CCOC(=O)c1c(C)n(-c2ccc(C)cc2)c2ccc(OCC(O)CN3CCN(C)CC3)cc12 (configuration not stated)	-7%	-11%	22%	·	?

Continued.
#17 Cc1cc2c(n1-c1ccc(Br)cc1)CC(C)(C)CC2=O
#18 CCOC(=O)N1CCC(N2CCN(S(=O)(=O)c3ccc([N+](=O)[O-])cc3)CC2)CC1
#19 Cc1n[nH]c(=S)n1/N=C/c1ccccc1
#20 C/C(=N/NC(=O)CN1CCN(Cc2ccccc2)CC1)c1ccc([N+](=O)[O-])cc1
#21 CCC(C)[C@H](NC(=O)OC(C)(C)C)c1nnc(SCc2c(C)[nH]c(=O)[nH]c2=O)o1 (some centres not stated)
#22 Cc1c(C#N)c2ccccc2n1CC(=O)NCC1CCCO1 (configuration not stated)
#23 CCCOc1ccc(C(=O)N2CCCc3ccccc32)cc1
#24 CC(C)CC(C(=O)Nn1cnnc1)N1C(=O)c2ccccc2C1=O (configuration not stated)

assay / entry	17	18	19	20	21	22	23	24
CBFb RUNX1 block	-8%	9%	3%	-3%	7%	-3%	8%	9%
NPSR antagonist	-12%[46.1 µM]	3%	6%	7%	-2%[46.1 µM]	-9%[46.1 µM]	-24%[46.1 µM]	-5%[46.1 µM]
IMPase Li inh	28%[38.3 µM]	·	-5%	·	-4%[38.3 µM]	-3%[38.3 µM]	26%[38.3 µM]	-13%[38.3 µM]
Epigenetic derep	-1.0%	11%	-1.4%	0.0%	-0.9%	3.2%	-2.1%	-7.1%
L3MBTL1 inh	·	·	3%	42%[activator]	-1%	-3%	-6%[11.4 µM]	-5%
HttQ103 aggreg	4%[9.22 µM]	1%[9.22 µM]	-9%	9%[9.22 µM]	1%	-8%	-5%	0%
KinaseGlo FLuc	1%	·	-4%	·	-3%	0%	-6%	2%

Some of the entries so far, field by field:
6: CS(=O)(=O)N(CC(=O)N1CCCC1)c1ccc(Cl)c(Cl)c1
- CBFb RUNX1 block: -3%
- NPSR antagonist: -5%[46.1 µM]
- IMPase Li inh: 11%[38.3 µM]
- Epigenetic derep: 0.7%
- L3MBTL1 inh: ·
- HttQ103 aggreg: -3%
- KinaseGlo FLuc: -1%
7: CN(C)S(=O)(=O)c1ccc(Oc2ccc(S(=O)(=O)N(C)C)cc2)cc1
- CBFb RUNX1 block: 8%
- NPSR antagonist: -11%[46.1 µM]
- IMPase Li inh: 21%[38.3 µM]
- Epigenetic derep: -11%
- L3MBTL1 inh: 11%
- HttQ103 aggreg: ?
- KinaseGlo FLuc: 0%
8: S=C(NC12CC3CC(CC(C3)C1)C2)N1CCOCC1
- CBFb RUNX1 block: 23%
- NPSR antagonist: -18%
- IMPase Li inh: 5%
- Epigenetic derep: -1.1%
- L3MBTL1 inh: 16%
- HttQ103 aggreg: 15%[9.22 µM]
- KinaseGlo FLuc: 2%
9: CCc1nc2cc(Cl)c(Cl)cc2[nH]1
- CBFb RUNX1 block: 6%
- NPSR antagonist: 13%[46.1 µM]
- IMPase Li inh: 15%[38.3 µM]
- Epigenetic derep: 0.0%
- L3MBTL1 inh: -3%
- HttQ103 aggreg: 11µM*
- KinaseGlo FLuc: 0%

(list continues)
#25 CO/N=C/c1ccc(Sc2ccccc2N)c([N+](=O)[O-])c1
#26 CC(C)NC(=O)c1ccc(OC2CSC2)cc1
#27 Cc1cccc(N2CCN(C(=S)c3ccc(-c4ccccc4[N+](=O)[O-])o3)CC2)c1
#28 Cc1ccc(NC(=O)CN2C(=O)NC(Cc3ccccc3)C2=O)cc1 (configuration not stated)
#29 O=C(CSc1ncccn1)Nc1ccc(N2CCOCC2)cc1
#30 CNC(=S)NNC(=O)c1cccn(Cc2cccc(Cl)c2)c1=O
#31 Fc1ccc(NC(=S)N2CCCC(c3ccccc3)=N2)cc1
#32 O=c1ccc(/C=C/c2ccccc2)nn1Cc1ccc(F)cc1

assay / entry	25	26	27	28	29	30	31	32
CBFb RUNX1 block	-27%	1%	·	5%	0%	-6%	5%	?
NPSR antagonist	-24%[46.1 µM]	-7%[46.1 µM]	-13%	-2%[46.1 µM]	?	-10%[46.1 µM]	?	-11%
IMPase Li inh	0%[38.3 µM]	-1%[38.3 µM]	7%	·	9%[38.3 µM]	3%[38.3 µM]	·	33%[activator]
Epigenetic derep	-1.1%	0.0%	0.0%	3.5%	0.8%	0.0%	1.3%	-0.7%
L3MBTL1 inh	-22%	4%	?	-7%	·	-6%	12%	40%[activator]
HttQ103 aggreg	-15%	-2%	-2%	12%	-16%[1.84 µM]	1%	-9%[9.22 µM]	-31%
KinaseGlo FLuc	-2%	-3%	-1%	·	3%	2%	·	5%

#33 COc1ccc(NC(=O)C(Sc2nnc(-c3ccncc3)n2-c2ccccc2C)c2ccccc2)cc1Cl (configuration not stated)
#34 Cc1cccc(NC(=O)c2cccnc2)c1
#35 COc1cccc(C2NC(=O)c3ccccc3O2)c1OCc1ccccc1F (configuration not stated)
#36 COc1ccc(NC(=O)c2cc3ccccc3o2)cc1
#37 CCOC(=O)CSc1nc(=O)n2ccc(C)cc2n1
#38 C=CCNC(=O)C1COc2ccccc2O1 (configuration not stated)
#39 CCOC(=O)c1cn(-c2nc(-c3ccc(Cl)c(Cl)c3)cs2)c2c(F)c(N3CCOCC3)c(F)cc2c1=O
#40 CCNC(=O)c1cc2ccccc2o1

assay / entry	33	34	35	36	37	38	39	40
CBFb RUNX1 block	-23%	7%	7%	-6%	-12%	8%	-7%	3%
NPSR antagonist	-19%	1%[46.1 µM]	-41%	-16%[46.1 µM]	3%	-2%[7.67 µM]	-4%[46.1 µM]	4%
IMPase Li inh	3%	0%[38.3 µM]	17%	-1%[38.3 µM]	1%	·	6%[38.3 µM]	1%
Epigenetic derep	0.0%	1.0%	-0.1%	-0.7%	-5.7%	-0.3%	1.1%	0.2%
L3MBTL1 inh	-16%	6%	·	3%	·	4%	6%	9%
HttQ103 aggreg	-6%	4%	-7%	7%	31%	-10%[9.22 µM]	12%	-1%
KinaseGlo FLuc	4%	-4%	0%	-10%	-1%	·	0%	2%

#41 Cc1ccc(OCC(=O)Nn2cnnc2)c(Br)c1
#42 O=C(CSCC(=O)N1CCN(c2ccccc2)CC1)Nc1nc(-c2ccc(Cl)s2)cs1
#43 CC(C)OC(=O)CSc1nnc2n1C(C)(C)Cc1ccccc1-2
#44 Cc1cccc2cc(C(c3nnnn3C3CCCC3)N3CCOCC3)c(=O)[nH]c12 (configuration not stated)
#45 Cc1ccc2c(CC(=O)NC3CCCc4ccccc43)coc2c1 (configuration not stated)
#46 O=C(NCCN1CCN(c2cccc(Cl)c2)CC1)C1CCCN(S(=O)(=O)c2cnc[nH]2)C1 (configuration not stated)

assay / entry	41	42	43	44	45	46
CBFb RUNX1 block	7%	-8%	9%	8%	2%	0%
NPSR antagonist	9%	-23%[46.1 µM]	-6%[46.1 µM]	-6%[46.1 µM]	-8%	-2%[46.1 µM]
IMPase Li inh	6%	35%[38.3 µM]	-15%[38.3 µM]	-18%[38.3 µM]	19%	6%[38.3 µM]
Epigenetic derep	0.0%	-0.9%	0.0%	-1.6%	4.2%	-3.1%
L3MBTL1 inh	19%[11.4 µM]	-3%	-1%	-4%	-11%	·
HttQ103 aggreg	3%	-7%	-4%	-5%	6%	-14%
KinaseGlo FLuc	6%	3%	12%	-3%	1%	1%

Not all compounds are listed (hit frequency here may not be typical).
